# Growth percent in the NCI-60 one-dose screen (48 h, 10 µM unless noted): 100 = growth as untreated, 0 = no growth, -100 = all killed.
# HT29 – HT29 colon cancer; 81,000 tested, 7.4% active; AID 1794748
# HCT-15 – HCT-15 colon cancer; 82,000 tested, 5.2% active; AID 1794746
# SW-620 – SW-620 colon cancer; 82,000 tested, 5.2% active; AID 1794795
# SNB-75 – SNB-75 CNS cancer. 79,000 tested, 5% active
# HCC-2998 – HCC-2998 colon cancer | 79,000 tested, 4.7% active
# SF-268 – SF-268 CNS cancer cells. AID 1794759. 82,000 tested, 3.1% active
# KM12 – KM12 colon cancer cells; 82,000 tested, 5% active
# HCT-116 – HCT-116 colon cancer | 82,000 tested, 7.3% active | AID 1794798
# SNB-19 – SNB-19 CNS cancer cells; 81,000 tested, 2.5% active
# * = called active by the depositor; · = not tested or not shown; & = joins results of further samples. How the source made its calls: active means growth percent below 10; inactive means the rest.
molecule,HT29,HCT-15,SW-620,SNB-75,HCC-2998,SF-268,KM12,HCT-116,SNB-19
N=C1N=C(SCc2nc3ccccc3[nH]2)NC(=O)/C1=C/c1ccc(Br)cc1,114,109,106,107,111,129,108,105,97
COc1cc(/C=C/C(=O)N2CCN(C(=O)/C=C/c3ccccc3)CC2)cc(OC)c1OC,104,109,109,·,102,111,118,105,96
Fc1cc(-c2nnc3n2NC(=Nc2cc(Cl)c(Cl)cc2Cl)CS3)c(Cl)cc1Cl,92,109,100,80,96,100,89,95,102
CCOC(=O)C1OC(Oc2ccc3c(C)cc(=O)oc3c2)[C@@H](O)C(O)C1O (stereo partly drawn),107,98,99,83,103,98,104,104,99
O=C1C2C3C=CC(O3)C2C(=O)N1c1ccccc1 (stereo not drawn),115&114,95,103&106,85&98,109&98,118&108,110&110,104&98,103
O=C(c1ccccc1)c1ccccc1,97,·,95,·,95,106,101,112,113
CCN(CC)CCCCNc1c2ccccc2[n+](C)c2c1[nH]c1ccccc12,0.4*,80,-7.0*,-50*,-56*,-16*,-13*,0.5*,-23*
COc1cc(C(=O)NNC(=O)c2ccc(NC(=O)CN)cc2)cc(OC)c1OC,83,111,97,95,94,99,100,107,96
Nc1nn2c(-c3ccc([N+](=O)[O-])cc3)ccnc2c1N=Nc1ccc(S(N)(=O)=O)cc1,91,113,102,95,105,99,99,99,101
CN(C)C(=O)c1ccc(N=Nc2c(O)c3ccccc3[nH]c2=O)cc1,103,90,94,82,·,97,85,76,88
O=S(=O)(O)c1cc(O)c2c(O)c(N=Nc3ccccc3)c(S(=O)(=O)O)cc2c1,111,102,95,96,99,98,108,102,106
O=C(Cl)c1ccc(C(=O)Cl)cc1,88,100,102,88,99,93,106,102,101
CC(=O)OCC(C)CCC1OC2CC3C4CCC5CC(OC(C)=O)CCC5(C)C4CCC3(C)C2C1C (stereo not drawn),106,102,95,98,112,100,102,99,103
CCOC(=O)/C(C#N)=C\c1ccc(/C=C(\C#N)C(=O)OCC)cc1,99,107,107,101,99,97,111,104,109
NCC(O)c1ccc(O)c(O)c1 (stereo not drawn),115&109,107&102,110&101,94&86,110&105,110&97,102&98,99&103,110&94
Nc1ccc2ccccc2c1O,124,115,107,73,111,103,109,96,105
Nc1cccc(F)c1,106,104,103,87,97,106,102,113,96
O=Cc1ccc(OCc2ccccc2)c(OCc2ccccc2)c1,109,116,96,97,108,97,94,100,97
C1=C\CCC2OC2CC/1 (stereo not drawn),86,93,107,70,102,102,114,102,105
CCOC(=O)c1ccc([N+](=O)[O-])cc1,100,102,104,86,97,98,103,103,101

# Taken from the listing (4 entries):
molecule,HT29,HCT-15,SW-620,SNB-75,HCC-2998,SF-268,KM12,HCT-116,SNB-19
O=S(=O)(O)c1cc(O)c2c(O)c(N=Nc3ccccc3)c(S(=O)(=O)O)cc2c1,111,102,95,96,99,98,108,102,106
O=C(Cl)c1ccc(C(=O)Cl)cc1,88,100,102,88,99,93,106,102,101
CC(=O)OCC(C)CCC1OC2CC3C4CCC5CC(OC(C)=O)CCC5(C)C4CCC3(C)C2C1C (stereo not drawn),106,102,95,98,112,100,102,99,103
CCOC(=O)/C(C#N)=C\c1ccc(/C=C(\C#N)C(=O)OCC)cc1,99,107,107,101,99,97,111,104,109

# The list goes on:
molecule,HT29,HCT-15,SW-620,SNB-75,HCC-2998,SF-268,KM12,HCT-116,SNB-19
Cn1ncc2cc(CN3CCC(OCc4cccc(C(F)(F)F)c4)CC3)ccc21,78,88,92,105,116,104,105,89,109
Cn1ccnc1C(=O)/C=C/c1ccc(CC(=O)Nc2cc(F)c(F)c(F)c2)cc1,11,9.7*,9.0*,-3.3*,4.9*,16,9.1*,5.9*,20
Fc1cc(COC2CCN(Cc3ncn4ccccc34)CC2)ccc1Cl,97,93,96,94,105,96,100,95,90
CC(C)(C)[Si](C)(C)OC1[C@@H](O[Si](C)(C)C(C)(C)C)[C@@H](CNC(=O)NC(=O)NC(=O)CI)O[C@H]1n1cnc2c(NC(=O)Nc3ccccc3)ncnc21 (stereo partly drawn),-40*,83,76,68,99,26,33,38,103
CCc1c(C)c2cc3nc(CCC(=O)O)oc3c(C)c2oc1=O,86,106,103,78,102,94,106,92,103
CS(=O)(=O)Oc1ccc2c3c(c(=O)oc2c1)CCCCC3,81,88,98,56,103,83,96,89,107
CCN(CC)c1ncnc2c1nnn2C,111,97,96,80,106,93,114,94,·
O=C(CN1C(=O)C(=O)O/C1=C/c1ccccc1)OCc1ccccc1,103,101,111,89,108,111,111,104,106
COC(CC(F)F)c1cn(S(=O)(=O)c2ccc(C)cc2)c2ccccc12 (stereo not drawn),4.9*,20,13,19,63,42,19,17,29
CCCCC(CC)COS(=O)(=O)O (stereo not drawn),100,101,103,99,108,95,111,106,106
COc1cc(/C=C/C(=O)c2nnn(-c3ccc([N+](=O)[O-])cc3)c2C)cc(OC)c1OC,94,72,·,47,97,90,89,83,90
O=C(CNc1nc2ccccc2[nH]1)Nc1nc2ccccc2[nH]1,102,91,105,86,115,84,109,93,94
CC(=O)c1nnn(-c2nonc2-c2noc(C)n2)c1C,113,103,111,105,96,108,111,98,110
O=C(NNC(=O)c1ccc2ccccc2c1)c1ccc(Cl)c(Cl)c1,105,97,113,104,96,107,101,107,·
Fc1ccc([C@@H]2CCNC[C@H]2COc2ccc3c(c2)OCO3)cc1,15,86,98,58,-67*,92,76,50,80
CC1=C(/C=C/C(=O)CC(=O)/C=C/C2=C(C)CCCC2(C)C)C(C)(C)CCC1,95,46,54,78,87,84,79,55,82
CN(CCCC(=O)NO)CCC(=O)Nc1ccccc1,105,98,99,85,108,95,101,97,99
CCCCCCCC(=O)OC[C@]1(C)CCC[C@]2(C)[C@@H]1CC[C@@]13C[C@@H](OCOC)[C@@](C)(CC[C@H]12)C3,103,109,107,92,105,97,101,107,·
Cn1cnc([N+](=O)[O-])c1/C=C1\Oc2cc(Cl)ccc2C1=O,101,122,101,87,107,105,101,103,104
O=[N+]([O-])c1ccc(N/N=C\c2cc(Br)ccc2O)nc1,28,31&22,34&27,48&38,23&23,20&22,24&33,15&10,28&29

# The last four records of the part before come first, to join the parts:
molecule,HT29,HCT-15,SW-620,SNB-75,HCC-2998,SF-268,KM12,HCT-116,SNB-19
CN(CCCC(=O)NO)CCC(=O)Nc1ccccc1,105,98,99,85,108,95,101,97,99
CCCCCCCC(=O)OC[C@]1(C)CCC[C@]2(C)[C@@H]1CC[C@@]13C[C@@H](OCOC)[C@@](C)(CC[C@H]12)C3,103,109,107,92,105,97,101,107,·
Cn1cnc([N+](=O)[O-])c1/C=C1\Oc2cc(Cl)ccc2C1=O,101,122,101,87,107,105,101,103,104
O=[N+]([O-])c1ccc(N/N=C\c2cc(Br)ccc2O)nc1,28,31&22,34&27,48&38,23&23,20&22,24&33,15&10,28&29
C#CC(F)(F)[C@]1(O)CC[C@H]2[C@@H]3CCC4=CC(=O)CCC4=C3[C@@H](c3ccc(C(C)=O)cc3)C[C@@]21C,1.5*,90,81,74,108,36,30,95,96
Nc1n[nH]c(CCCO)c1-c1nc2ccccc2s1,115,109,112,100,105,103,109,107,102
O=S(=O)(NCCNc1nccc(-c2c(-c3cccc(F)c3)nc3sccn23)n1)c1ccccc1,23,26,44,71,66,44,29,23,56
O=C1NCCc2c1[nH]c1ccccc21,101,110,106,98,113,95,104,110,102
CC1(C)CC(=O)NC1=O,100,110,107,82,102,100,102,96,101
CCN(CC)CCCCCCCNc1nccc2ccccc12,93,95,96,78,91,97,108,87,102
CCOC(=O)N1CCN(CCCCCOc2ccc(Cl)cc2)CC1,87,100,100,96,104,95,99,86,102
Cc1nc2ccccc2c(/C=C/c2ccc(C(F)(F)F)cc2)c1C(=O)/C=C/c1ccccc1,-29*,-49*,-41*,31,-75*,33,4.1*,-75*,-66*
Oc1ccc2[nH]cc(-c3cnc(-c4c[nH]c5ccc(O)cc45)cn3)c2c1,96,97,107,99,91,91,83,94,104
CCCC1=C(C(=O)OCC)C(c2cccc(C#N)c2)C(C(=O)OCC)=C(CCC)N1,87,82,97,57,98,78,91,69,98
Nc1nc(N(Cc2ccccc2)c2ccccc2)c2cn[nH]c2n1,32,50,25,57,71,74,35,41,68
COc1ccc(-c2ccc(NNC(=O)c3ccc(Br)cc3)nn2)cc1OC,104,94,105,98,106,91,100,100,95
O=C(Nc1ccc(Cl)c(Cl)c1)NC(CO)(CO)CO,100,95,101,79,102,98,98,101,101
COc1ccc(-c2nc3ncnc(Sc4nnc(-c5ccc(Cl)cc5Cl)o4)c3[nH]2)cc1,57,80,85,72,103,70,84,67,59
CC(C)COC(=O)c1ccccc1O,103,100,101,97,106,110,107,105,100
Brc1c(-c2ccccc2)nc2ccccc2c1Br,113,101,95,61,110,95,97,87,91
Cc1cc2c(cc1C)[n+](Cc1ccc3ccccc3c1)cn2Cc1ccc2ccccc2c1,-83*,-77*,-84*,-74*,-70*,-81*,-85*,-96*,-77*
COc1cc(-c2c(C#N)c(N)n(-c3cc(C)ccn3)c(=O)c2C#N)cc(OC)c1OC,93,109,105,100,103,87,102,90,81
COc1ccc(-c2cc(-c3cc(-c4ccc(OC)cc4)nc(N)n3)nc(N)n2)cc1,105,103,98,91,112,102,101,103,·
N#CSc1ncnc2nc[nH]c12,66,92,72,98,68,63,61,42,128
COC(=O)C(=O)C1CSC2=C(CS(=O)(=O)c3ccccc32)C1=O (stereo not drawn),108,102,116,98,111,102,110,97,96
C/C(=N/N)c1ccc([N+](=O)[O-])cc1,98,99,101,106,91,96,95,103,99
N#Cc1ccccc1F,105,101,115,87,112,117,125,101,104
COc1cc(NC(=O)CCSc2nc3ccc(Cl)cc3c(=O)n2-c2ccccc2C(F)(F)F)cc(OC)c1OC,102,101,92,80,108,103,103,104,96
Cc1c([C@H](C(Cl)Cl)[C@H](O)[C@H]2C[C@H](C)C(=O)O2)ccc2c1C(=O)[C@H]1[C@H]2C[C@@H](Br)[C@@]23O[C@@H](CO[C@H]2O)CC13C (stereo partly drawn),13,7.6*,15,58,9.0*,33,3.0*,15,·
CCS(=O)(=O)C(C1CCCCC1)S(=O)(=O)CC,109,110,105,95,98,94,105,98,97
CCOc1cccc2cc(C(N)=O)c(=N)oc12,97,108,118,84,102,118,110,102,101
CC1=C(C(=O)Nc2ccccn2)C(c2cn(-c3ccccc3)nc2-c2ccc(Cl)cc2)C(C(=O)Nc2ccccn2)=C(C)N1,92,69,104,71,98,85,82,71,94
CC1=N/C(=C\c2cccc(Br)c2)C(=O)O1,108,104,104,98,111,99,106,103,105
O=C1CCC2=C3C4CCCC5OC6CC(=O)CCC6=C(C6CCCC(OC2C1)C36)C54 (stereo not drawn),113,80,108,96,110,85,93,85,94
N#Cc1c(-c2cccnc2)nc(N=Nc2c(O)[nH]c3ccccc23)[nH]c1=O,105,99,95,·,109,99,104,95,98
CCCNC(=O)Oc1ccc(/C(=C(/C)Cc2ccc(OC)cc2)c2ccc(OCCN(C)C)cc2)cc1,39,59,86,76,94,82,90,78,91
CCOC(=O)c1sc(/N=C2\NC(=O)/C(=C/c3ccc(OC)c(OC)c3)S2)nc1C,104,96,113,96,99,92,87,101,94
CC(=O)c1c(C)[nH]c(C(=O)O)c1C,80,101,100,101,108,109,111,103,95
CCOC(=O)C1=NN(c2ccccc2)C(=O)/C1=C\N1CC(=O)NC1=S,114,104,98,84,115,98,106,93,104
O=C(CN1CCN(c2cc(=O)[nH]c3ccc(F)cc23)CC1)Nc1nc(-c2ccccc2)cs1,102,84,102,101,96,93,102,106,87
O=C(O)c1cc(NCc2ccccc2Cl)ccc1N1CCOCC1,98,101,106,95,96,96,99,96,98
CCNC(=O)Nc1ncccc1OCc1ccc(F)cc1,95,100,104,102,91,94,88,98,102
CN1C(=O)c2c3ccccc3nc3c2c1c(O)c1ccccc13,97,104,102,122,103,113,100,104,115
Cc1ccc(S(=O)(=O)n2cc(/C=C3\C(=O)Nc4ccccc43)c3ccccc32)cc1,105,80,103,73,99,88,97,93,85
COc1cccc(-c2nc3sccn3c2-c2ccnc(NCCNC(=O)c3ccccc3O)n2)c1,96,66,119,103,113,94,77,70,118
CC(=O)/C=C/c1ccc(OCc2ccc(C(C)(C)C)cc2)cc1,42,65,72,95,92,94,83,69,98
COc1cccc2c1CCCC2(C)C,109,111,105,88,107,112,108,99,107
CCCC(=O)c1cc(C)ccc1OC,107,100,114,95,111,96,110,107,114
Cc1cccc(C)c1NC(=O)CN(CC(C)C)CC(O)COc1ccccc1 (stereo not drawn),86,91,94,87,96,102,100,87,108
O=C(O)/C=C/C(=O)Nc1ccc2c(c1)Cc1cc(Br)ccc1-2,96,104,103,75,96,99,98,93,109
CCCCOC(=O)Cn1c(=O)c2nc3cc(-c4ccc(F)cc4)oc3nc2n(C)c1=O,109,108,102,89,100,98,105,99,98
CC(=O)c1c(N)c(C#N)cn1-c1cc(Cl)cc(Cl)c1,101,101,106,80,113,105,95,96,100
CN(C)c1ccc(C=Nc2ccc3c(c2)/C(=C/c2ccc(N(C)C)cc2)c2ccccc2-3)cc1,93,90,98,70,95,91,90,80,104
N#C/C(=C\c1ccc(-c2cccc(Cl)c2)o1)C(=O)Nc1ncc(Cc2ccc(Cl)cc2)s1,71,58,63,-3.0*,94,72,49,42,77
COc1cc2c(cc1OC)C(C)N(S(N)(=O)=O)CC2 (stereo not drawn),100,102,107,88,98,96,112,89,98
COc1ccc(-c2nnc3c4nnc(C)n4c4ccccc4n23)cc1OC,107,97,106,82,110,107,105,100,99

# Assay outcomes from PubChem.
